proCasp3 act: activators of human procaspase-3 D3A mutant, primary screen, biochemical, absorbance, PC-3 D3A mutant, single concentration. Caspase-3 (Homo sapiens), P42574. recombinant procaspase-3 D3A, Ac-DEVD-pNA absorbance 405 nm. activation, % at 8.5 µM. hit rate 0.11% among 330,000;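 active = activation above the mean of all tested compounds plus 3 SD, cut at about 21% in these data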;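 also: 0% = DMSO alone and 100% = DMSO wells spiked with extra 5 µM PC-3 D3A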
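Assay system: Procaspase-3 D3A mutant, all three cleavage aspartates alanine. Buffer or medium: Zinc-free HEPES saline buffer with Triton X-100. Times: 1 h compound preincubation, 2 h substrate hydrolysis at 25 °C. Measured by: 405 nm absorbance of p-nitroaniline, reads at 0 and 120 min. Read-out basis: percent activation relative to control range. Replicates: singlicate.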
procasp7 counter: procaspase-7 activators, primary screen, counter-screen for procaspase-3 activator project, biochemical, absorbance, HTS, human; Caspase-7 (Homo sapiens), P55210; recombinant procaspase-7, Ac-DEVD-pNA absorbance 405 nm; D23A/D198A/D206A triple mutant, cannot self-cleave; scale: DMSO 0, 5 µM enzyme 100; activation, % at 8.5 µM; hit rate 0.093% among 330,000;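 active = percent activation above the screen-wide mean plus 3 SD, cut at about 25% in these data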
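Material: Procaspase-7 triple mutant (PC-7 D3A) | Quantity: 2 µM procaspase-7 mutant as dispensed | Reagent: DEVD-pNA substrate | Times: 1 h preincubation, 2 h reaction | Technique: 405 nm absorbance of p-nitroaniline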
PP5 inh: PP5 phosphatase inhibitors, primary screen, biochemical, fluorescence; Serine/threonine-protein phosphatase 5 (Homo sapiens), P53041; purified PP5c, OMFP substrate fluorescence; inhibition, % at 6.7 µM; hit rate 0.18% among 320,000;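 active = inhibition above the campaign's mean inhibition across all tested compounds plus 3 SD, cut at about 9.5% in these data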;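 also: 0% = DMSO only and 100% = 100 µM cantharidin control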
Fh CTSL1 inh: Fasciola hepatica cathepsin L1 inhibitors, primary screen, counter-screen for PFM18AAP inhibitor project, biochemical, QFRET, fluorogenic peptide substrate | recombinant F. hepatica cathepsin L1, Z-Leu-Arg-MCA fluorescence | inhibition, % at 5.96 µM | hit rate 0.49% among 300,000;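 active = inhibition above the mean of all tested compounds plus 3 SD, set per screening campaign, cut at about 17% in these data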;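 also: 0% = plate median of test compound wells and 100% = 1 µM Z-Phe-Ala-diazomethylketone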
HCV core dimer: inhibitors of HCV core protein dimerization, primary screen, biochemical, TR-FRET, high-throughput. TR-FRET GST/Flag-core106 dimerization, 1536-well. inhibition, % at 5 µM. hit rate 0.33% among 300,000;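 active = inhibition above the mean of all tested compounds plus 3 SD, set per screening campaign, cut at about 45% in these data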
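Assay system: GST-tagged and Flag-tagged HCV core protein residues 1-106 / Times: compound-protein-antibody incubation 4 h at 22.5 °C / Signal: time-resolved FRET, ex 340 nm, em 617 and 671 nm / Evaluation: % inhibition based on acceptor/donor emission ratio / Benchmarks: wells lacking GST-core106 and wells with excess unlabelled core106 / Repeats: singlicate, one well per compound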
TPT1 inhibitor: Candida albicans TPT1 enzyme inhibitors, primary screen, biochemical, fluorescence polarization; recombinant caTPT1, FP RNA substrate dephosphorylation; inhibition, % at 5 µM; tRNA 2'-phosphotransferase TPT1 (Candida albicans SC5314); hit rate 0.81% among 300,000;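 active = inhibition above the mean of all tested compounds plus 3 SD, set per screening campaign, cut at about 24% in these data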;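 also: plate controls were DMSO alone for no effect and ferristatin control at 100 nM for full effect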
PAFAH2 FP inh: PAFAH2 enzyme inhibitors, primary screen, biochemical, fluorescence polarization, human | Platelet-activating factor acetylhydrolase 2, cytoplasmic (Homo sapiens), Q99487 | recombinant PAFAH2, FP-rhodamine activity probe | inhibition, % at 3.39 µM | hit rate 0.99% among 340,000 | AID 492956, 2010;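 active = inhibition above the mean over all tested compounds plus 3 SD, cut at about 30% in these data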;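 also: inhibitors block probe labeling of enzyme so polarization drops; 0% = enzyme with DMSO and 100% = wells lacking PAFAH2 protein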
PP1 inh: PP1-alpha phosphatase inhibitors, primary screen, counter-screen for PP5 inhibitor project, biochemical, fluorescence, OMFP substrate, single point; purified PP1alpha; inhibition, % at 6.7 µM; hit rate 0.9% among 320,000; AID 2235, 2010;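 active = inhibition above the mean inhibition of all tested compounds plus 3 SD, computed separately for each screening campaign, cut at about 15% in these data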
AHR activator: AHR activators, primary screen, cell-based, luminescence, luciferase reporter, human. AHR-responsive luciferase reporter cells. hit rate 2.5% among 320,000. activation, % at 5 µM; in the data active = activation above about 47%;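 also: 0% = vehicle wells and 100% = reference agonist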
Target sequence (P35869 whole entry, looked up): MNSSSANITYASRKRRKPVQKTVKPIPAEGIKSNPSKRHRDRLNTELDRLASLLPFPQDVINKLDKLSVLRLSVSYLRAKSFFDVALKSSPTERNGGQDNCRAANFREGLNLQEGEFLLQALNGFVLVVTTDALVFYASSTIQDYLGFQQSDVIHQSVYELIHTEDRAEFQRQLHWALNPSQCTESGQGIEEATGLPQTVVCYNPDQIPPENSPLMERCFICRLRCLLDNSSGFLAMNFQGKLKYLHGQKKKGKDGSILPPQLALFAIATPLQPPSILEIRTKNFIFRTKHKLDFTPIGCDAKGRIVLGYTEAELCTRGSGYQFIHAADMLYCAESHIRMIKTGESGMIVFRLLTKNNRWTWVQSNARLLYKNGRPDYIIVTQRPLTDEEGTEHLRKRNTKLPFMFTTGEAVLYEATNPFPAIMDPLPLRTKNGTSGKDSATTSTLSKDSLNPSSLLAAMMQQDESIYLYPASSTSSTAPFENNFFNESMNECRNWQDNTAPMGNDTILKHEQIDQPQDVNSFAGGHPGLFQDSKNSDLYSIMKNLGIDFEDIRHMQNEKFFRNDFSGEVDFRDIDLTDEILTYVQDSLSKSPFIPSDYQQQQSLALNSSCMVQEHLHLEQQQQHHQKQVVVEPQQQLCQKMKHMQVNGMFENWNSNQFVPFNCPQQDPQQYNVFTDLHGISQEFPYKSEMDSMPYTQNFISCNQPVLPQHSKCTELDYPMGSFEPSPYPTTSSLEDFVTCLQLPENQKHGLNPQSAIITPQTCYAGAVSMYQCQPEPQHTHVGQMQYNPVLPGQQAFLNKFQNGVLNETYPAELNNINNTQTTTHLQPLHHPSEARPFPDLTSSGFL
* marks the source's active call; other numbers are inactive results; · = not tested or not shown.

Compound	proCasp3 act	procasp7 counter	PP5 inh	Fh CTSL1 inh	HCV core dimer	TPT1 inhibitor	PAFAH2 FP inh	PP1 inh	AHR activator
O=C(COC(=O)CN1C(=O)C2CCCCC2C1=O)NCc1ccc(Cl)cc1Cl (configuration not stated)	1	-1	0.2	·	·	·	3	-1	0
O=C(O)c1ccc(OCC2CCCO2)cc1 (configuration not stated)	6	-8	1.6	3	8	-4	0	-4	-4
COc1cccc(CC(=O)OC(C)C(=O)Nc2ccc(N3CCOCC3)cc2)c1 (configuration not stated)	0	1	0.0	-4	-1	1	-2	-6	2
CCCC(=O)N1CCN(c2nc3ccc(CC)cc3s2)CC1	-4	8	-1.6	1	-4	0	-6	1	-3
Cc1ccc(NS(=O)(=O)c2ccc3[nH]c(=O)oc3c2)c(C)c1	-1	5	0.8	5	7	-1	1	2	2
COc1ccc2c(c1)c(=O)c(C(=O)c1ccc(Cl)cc1)cn2CC(=O)Nc1ccc(F)cc1	2	1	-1.0	-4	-21	-3	-8	-2	17
CCC(=O)Oc1ccc(NC(=O)CSCc2ccccc2)cc1	1	9	1.4	-34	5	-3	-1	-1	-3
COc1ccccc1/C=C/C(=O)c1ccc(NC(C)=O)cc1	-4	3	1.0	-2	0	0	-2	2	12
Cc1nc2cc(C(F)(F)F)ccc2n1C	5	5	-6.3	8	1	-5	-8	-1	0
CC1(C)Cc2c(c(N3CCOCC3)nc3sc(C(=O)N4CCCCC4)c(N)c23)CO1	-12	-13	1.8	-1	5	1	-10	7	3

An excerpt of these results, with two lines to a compound.
Values run as follows: proCasp3 act	procasp7 counter	PP5 inh	Fh CTSL1 inh	HCV core dimer	TPT1 inhibitor	PAFAH2 FP inh	PP1 inh	AHR activator
> O=C(COC(=O)CN1C(=O)C2CCCCC2C1=O)NCc1ccc(Cl)cc1Cl (configuration not stated)
 : 1	-1	0.2	·	·	·	3	-1	0
> O=C(O)c1ccc(OCC2CCCO2)cc1 (configuration not stated)
 : 6	-8	1.6	3	8	-4	0	-4	-4
> COc1cccc(CC(=O)OC(C)C(=O)Nc2ccc(N3CCOCC3)cc2)c1 (configuration not stated)
 : 0	1	0.0	-4	-1	1	-2	-6	2
> CCCC(=O)N1CCN(c2nc3ccc(CC)cc3s2)CC1
 : -4	8	-1.6	1	-4	0	-6	1	-3
> Cc1ccc(NS(=O)(=O)c2ccc3[nH]c(=O)oc3c2)c(C)c1
 : -1	5	0.8	5	7	-1	1	2	2
> COc1ccc2c(c1)c(=O)c(C(=O)c1ccc(Cl)cc1)cn2CC(=O)Nc1ccc(F)cc1
 : 2	1	-1.0	-4	-21	-3	-8	-2	17
> CCC(=O)Oc1ccc(NC(=O)CSCc2ccccc2)cc1
 : 1	9	1.4	-34	5	-3	-1	-1	-3
> COc1ccccc1/C=C/C(=O)c1ccc(NC(C)=O)cc1
 : -4	3	1.0	-2	0	0	-2	2	12
> Cc1nc2cc(C(F)(F)F)ccc2n1C
 : 5	5	-6.3	8	1	-5	-8	-1	0
> CC1(C)Cc2c(c(N3CCOCC3)nc3sc(C(=O)N4CCCCC4)c(N)c23)CO1
 : -12	-13	1.8	-1	5	1	-10	7	3

(next part)
Compound	proCasp3 act	procasp7 counter	PP5 inh	Fh CTSL1 inh	HCV core dimer	TPT1 inhibitor	PAFAH2 FP inh	PP1 inh	AHR activator
CC1CCC2(CC1)NC(CO)(CO)CO2 (configuration not stated)	7	-6	1.9	-2	-5	1	7	3	-1
Cc1ccc(S(=O)(=O)N(CC(O)CN2C(=O)NC(C)(C)C2=O)c2cccc(C)c2)cc1 (configuration not stated)	3	7	0.2	0	-1	-1	-1	-4	0
O=C(NCc1ccc(F)cc1)C1CCN(S(=O)(=O)c2ccc(Cl)cc2)CC1	-6	1	-2.7	4	0	2	14	-6	-1
C=CCSC1=C(C#N)C2(CCCCC2)C(C#N)C(=O)N1 (configuration not stated)	-6	-1	2.2	-3	-3	-1	4	5	-1
COc1ccc(C(=S)Nc2ccccc2)cc1	0	-3	1.3	3	-12	1	-4	-2	-1
CCOc1ccc2nc(NC(=O)CC3Oc4ccccc4NC3=O)sc2c1 (configuration not stated)	7	5	-1.8	-1	6	1	3	5	14
O=C(CSc1nnc(-c2ccc(Cl)cc2)n1Cc1ccco1)NCc1ccc2c(c1)OCO2	0	4	2.7	0	-2	1	-4	-1	2
CN(CCO)c1nc(N)c(C#N)c(CC#N)c1C#N	-11	-16	3.2	-1	-2	1	-3	-5	1
CC1CCCCC1NC(=O)Cn1c(=O)oc2cc(S(=O)(=O)N3CCCC3)ccc21 (configuration not stated)	1	1	3.1	-3	3	-1	8	-1	-1
COc1cc(C(=O)NCc2nnc(SCC(=O)N3CCC(C)CC3)o2)cc(OC)c1OC	-1	2	-1.3	2	1	1	-9	4	0
CC1CCCCN1C(=S)Nc1ccc2nc3n(c(=O)c2c1)CCCCC3 (configuration not stated)	-33	-29	4.2	-3	-5	-6	4	4	-1
Cc1cccc(CSC2=NCCN2C(=O)c2ccc(Br)o2)c1	-4	6	2.6	3	2	0	5	-1	2
O=C(COC(=O)C1CCCN1C(=O)C12CC3CC(CC(C3)C1)C2)c1ccc(Br)cc1 (configuration not stated)	15	-8	1.4	1	2	0	-6	-3	0
CCOc1cc(/C=C(/C#N)c2ccc(F)cc2)ccc1OCc1ccc(C(=O)O)o1	-6	-4	3.9	7	20	1	-5	1	-2
CC(C)C(OC(=O)c1nsc(Cl)c1Cl)C(=O)NCc1ccccc1 (configuration not stated)	8	8	1.6	-2	2	-4	11	-4	0
CC(=O)c1ccc(OCc2cc(C(=O)NCCN3CCCC(O)C3)no2)cc1 (configuration not stated)	-1	-6	-2.2	-3	-1	2	5	-10	1
CCc1nccn1S(=O)(=O)c1ccc(C)c(C)c1	10	8	2.7	-2	-6	0	3	0	1
CCOC1CCCCC1NS(=O)(=O)c1ccc(Cl)cc1 (configuration not stated)	0	1	0.2	1	-1	-2	-2	-4	0
NC(=O)NC(CC(=O)NNC(=O)c1ccccn1)c1ccccc1Cl (configuration not stated)	4	2	2.4	·	·	·	2	2	0
CCOC(=O)Cc1csc(NS(=O)(=O)Cc2ccccc2)n1	-3	13	1.7	-2	0	0	-4	1	1
O=C(O)C[C@H]1c2cc(C(F)(F)F)ccc2S(=O)(=O)N1C1CCCCC1	12	8	3.9	1	-8	-3	0	2	-2
CC1CCc2nc(NC(=O)C3COc4ccccc4O3)sc2C1 (configuration not stated)	1	-9	2.0	7	-5	-3	-3	12	3
CCCc1cc(C(=O)Nc2ccccc2SC)no1	-4	4	-2.5	-1	-4	-2	-8	-2	4
Nc1cccc(-c2cn3cc(C(F)(F)F)cc(Cl)c3n2)c1	1	-1	2.8	6	0	-1	3	0	63*
Cc1ccc(-n2c(-c3cn(C)nc3C)n[nH]c2=S)cc1	0	-11	2.7	0	-3	-3	·	2	1
COc1cccc(NC(=O)C(C)Oc2ccccc2)c1 (configuration not stated)	8	-11	0.8	0	7	2	1	-3	3
COc1ccc(NS(=O)(=O)c2ccc(N3CCN(CCO)CC3)c([N+](=O)[O-])c2)cc1	-5	6	1.6	1	3	0	5	-2	-4
CCn1c(CNc2ccc(C)cc2)nnc1SCC(=O)NCc1ccccc1	-3	-5	-1.4	0	-2	0	-6	-1	-1
CC(OC(=O)c1cccc(N2C(=O)c3ccccc3C2=O)c1)C(=O)Nc1ccc(N(C)C)cc1 (configuration not stated)	-4	-3	1.5	-3	0	6	-2	10	8
Cc1ccc(NC(=O)Cn2nnc(C(=O)NCCc3ccccc3)c2N)cc1Cl	5	5	3.3	4	13	-2	1	5	10
N#C/C(=C\c1cccc(O)c1)C(=O)Nc1ccc2c(c1)OCCO2	-5	1	-0.1	-3	2	2	-1	-4	8
CCOc1ccc(CN(C)CC(O)COC(c2ccc(OC)cc2)c2ccc(OC)cc2)cc1 (configuration not stated)	5	6	4.2	0	4	1	0	4	1
Cc1ccc(C(=O)N2CCN(C(=O)c3ccc(C)cc3)C2)cc1	1	1	-3.1	3	-7	-2	-2	-2	2
COc1ccc(C(=O)NCCc2nnc3ccc(SCC(=O)Nc4ccccc4)nn23)cc1	-9	-3	-1.5	-1	1	1	-1	-1	1
C/C(=N\NC(=O)c1cc(O)cc(O)c1)c1ccc(NC(=O)Cc2ccccc2)cc1	6	-4	3.9	-3	-7	-1	27	11	4
COc1ccc(C)cc1NC(=O)c1ccc2c(=O)n3c(nc2c1)CCCCC3	1	0	0.7	0	8	0	4	-1	15

Screens: PubChem, The Scripps Research Institute Molecular Screening Center
